Screening data as filed in PubChem BioAssay.
SARS 3CLpro inh – SARS-CoV 3CLpro protease inhibition; P0C6X7; recombinant SARS-CoV 3CLpro, quenched FRET peptide cleavage; inhibition, % at 6 µM; actives 0.14% (n = 290,000); in the data active = inhibition above about 12%
PrPC TRFRET – inhibitors of human cell surface prion protein PrPC. TR-FRET read-out. inhibition, % at 13.8 µM. actives 0.43% (n = 370,000). AID 720596; in the data active = inhibition above about 24%; note: 0% = median of the test wells and 100% = reference compound wells
BoNT-A LC inh2 – blocks Botulinum neurotoxin A light chain protease; AID 588499; inhibition, % at 10 µM; actives 0.17% (n = 360,000); multiplex microsphere protease substrate cleavage, flow cytometry; note: plate controls were buffer without enzyme for full effect and enzyme alone for no effect
Anthrax LF inh2 – inhibitors of Bacillus anthracis lethal factor protease. inhibition, % at 10 µM. P15917. actives 0.12% (n = 360,000). multiplex microsphere protease cleavage assay, LF; note: plate controls were buffer without enzyme for full effect and enzyme alone for no effect
MazF activator – increases E. coli MazEF RNase cleavage of RNA | P0AE70 | actives 0.32% (n = 350,000) | FAM/BHQ RNA-DNA oligo cleavage fluorescence, 5 h | activation, % at 20 µM; in the data active = activation above about 50%
Target sequence (P0AE70 whole entry, looked up): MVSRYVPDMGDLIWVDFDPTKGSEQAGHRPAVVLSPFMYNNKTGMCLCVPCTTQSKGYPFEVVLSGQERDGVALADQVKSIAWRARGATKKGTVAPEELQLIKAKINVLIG
CCHF vOTU inh – blocks the CCHF virus ovarian tumor domain protease. AID 651958. CCHFV vOTU protease, Pep-AMC fluorescence. actives 0.55% (n = 370,000). inhibition, % at 11.5 µM; in the data active = inhibition above about 30%; note: 0% = vehicle wells with enzyme and 100% = no enzyme wells
PriA SSB inh – blocks PriA binding to SSB C-terminal tail; AlphaScreen SSBct-PriA binding, biotinylated peptide; inhibition, % at 33 µM; actives 0.6% (n = 430,000); AID 1272365; in the data active = inhibition mostly above about 37%, no sharp cut-off; inactive = mostly below about 20%;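 note: plate controls were negative control peptide for no effect and reference peptide for full effect; strong numbers were not always called active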
Rv3671c inh – inhibits the M. tuberculosis serine protease Rv3671c. inhibition, % at 5.96 µM. actives 0.048% (n = 320,000); in the data active = inhibition above about 38%;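 note: extracellular domain of Rv3671c used as enzyme; 0% = enzyme with DMSO and 100% = no enzyme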
Target sequence (P9WHR9 whole entry, looked up, the tested form may be a part): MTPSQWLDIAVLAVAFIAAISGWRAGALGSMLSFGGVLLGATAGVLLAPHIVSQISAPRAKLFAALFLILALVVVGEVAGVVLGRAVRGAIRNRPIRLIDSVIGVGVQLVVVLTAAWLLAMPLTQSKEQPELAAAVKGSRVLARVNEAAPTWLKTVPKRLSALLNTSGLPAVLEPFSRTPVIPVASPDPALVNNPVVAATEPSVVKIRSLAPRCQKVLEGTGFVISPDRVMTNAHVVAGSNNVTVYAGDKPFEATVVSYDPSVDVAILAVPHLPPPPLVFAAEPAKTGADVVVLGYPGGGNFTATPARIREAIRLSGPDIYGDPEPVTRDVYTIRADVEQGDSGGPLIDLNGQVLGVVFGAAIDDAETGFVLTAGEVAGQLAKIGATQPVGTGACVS
BoNT-F LC inh – inhibitors of Botulinum neurotoxin F light chain protease; Multiplex microsphere protease cleavage assay, flow cytometry; inhibition, % at 10 µM; actives 0.22% (n = 360,000); AID 588497; in the data active = inhibition above about 35%, passing the limit was not always enough; inconclusive = no clear call, values can overlap the other calls; note: plate controls were buffer without enzyme for full effect and enzyme alone for no effect
DUSP3 inh – blocks human VHR1 dual specificity phosphatase | P51452 | recombinant VHR phosphatase, pNPP absorbance | inhibition, % at 13.3 µM | actives 0.52% (n = 290,000) | AID 1654; in the data active = inhibition above about 50%; note: some compounds called inactive have numbers as strong as hits
Target sequence (P51452 whole entry, looked up): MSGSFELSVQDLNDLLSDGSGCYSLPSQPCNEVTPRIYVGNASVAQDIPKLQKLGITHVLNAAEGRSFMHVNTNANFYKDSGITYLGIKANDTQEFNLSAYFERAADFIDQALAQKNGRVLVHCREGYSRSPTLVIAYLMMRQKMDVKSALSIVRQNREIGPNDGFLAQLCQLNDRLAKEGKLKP
An asterisk follows results filed as active; i = inactive; u = inconclusive; x = no result given. Cut-off read from the data, not from the text of the source, unless noted: active = inhibition above about 30%; inconclusive = no clear call, values can overlap the other calls; inactive = below that. Some of the compounds tested (hit frequency here may not be typical).

SMILES	SARS 3CLpro inh	PrPC TRFRET	BoNT-A LC inh2	Anthrax LF inh2	MazF activator	CCHF vOTU inh	PriA SSB inh	Rv3671c inh	BoNT-F LC inh	DUSP3 inh
Clc1ccc(/C=N/c2c(-c3ccc(Cl)cc3)nc3n2CCS3)cc1	0	7	0.1	0	-15	5	x	6	9	36
COc1ccc(N(CC(=O)Nc2nccs2)S(=O)(=O)c2c(C)nn(C)c2C)cc1	1	8	0.4	4	-8	-7	3	-1	-6	38
CC(C(=O)Nc1ccc2c(c1)OCCO2)N(c1ccccc1)S(C)(=O)=O (centres undefined)	-2	1	0.7	2	0	0	-7	-1	1	13
CN=c1sc2c(n1C)C(=O)c1ccccc1C2=O	x	-2	0.1	2	12	80*	3	x	-7	x
CCCNCC1COc2ccccc2O1 (centres undefined)	1	x	x	x	2	x	-27	-6	x	4
COCCNC(=O)C1(C)CCN(C(=O)c2ccc(OC)c(F)c2)C1 (centres undefined)	x	10	0.4	0	x	13	x	x	1	x
O=C(c1cc(-c2ccc(Cl)cc2)n(-c2cc(Cl)ccc2Cl)n1)N1CCOCC1	1	-6	0.5	-4	2	-4	-12	-7	-9	5
Brc1cccc(CNc2nc3ccccc3n2CCN2CCCCC2)c1	-4	7	0.0	-5	5	15	7	10	u	17
Cc1nnc(SCCn2c(Br)nc3c2c(=O)n(C)c(=O)n3C)s1	-2	1	-0.8	-7	9	-1	-1	-4	-17	-11
COCCN1C(=O)C(=O)/C(=C(/O)c2cccc(OC)c2)C1c1ccco1 (centres undefined)	1	-4	-1.4	-2	11	1	x	5	-37	25
Cc1ccc(C2=NN(CC(=O)NCc3ccco3)C(=O)CC2)cc1	2	1	-0.1	0	0	-11	3	-6	0	13
CCCCOC(=O)C1=C(C)NC(=O)NC1c1ccccc1 (centres undefined)	-2	-2	-11	-9	5	2	-6	2	16	-6
CCCNC(=O)CCc1cc(C(C)(C)C)c(O)c(C(C)(C)C)c1	2	4	0.3	1	4	9	-6	-3	1	17
CCCC(C(=O)NC1CCCC1)N(CC1CCCO1)C(=O)CNS(=O)(=O)c1ccc(F)cc1 (centres undefined)	4	15	-0.6	-1	2	13	1	1	5	3
COC(=O)[C@@]1(Cc2ccc(F)cc2)[C@H]2c3cc(C(=O)N(C)C)n(CC4CC4)c3C[C@H]2CN1C(=O)c1ccccc1	x	-1	-0.2	-5	x	17	x	x	-13	x

Compound profiles (already shown):
Record of `CCCNC(=O)CCc1cc(C(C)(C)C)c(O)c(C(C)(C)C)c1` → SARS 3CLpro inh = 2; PrPC TRFRET = 4; BoNT-A LC inh2 = 0.3; Anthrax LF inh2 = 1; MazF activator = 4; CCHF vOTU inh = 9; PriA SSB inh = -6; Rv3671c inh = -3; BoNT-F LC inh = 1; DUSP3 inh = 17
Record of `Brc1cccc(CNc2nc3ccccc3n2CCN2CCCCC2)c1` → SARS 3CLpro inh = -4; PrPC TRFRET = 7; BoNT-A LC inh2 = 0.0; Anthrax LF inh2 = -5; MazF activator = 5; CCHF vOTU inh = 15; PriA SSB inh = 7; Rv3671c inh = 10; BoNT-F LC inh = u; DUSP3 inh = 17
Record of `O=C(c1cc(-c2ccc(Cl)cc2)n(-c2cc(Cl)ccc2Cl)n1)N1CCOCC1` → SARS 3CLpro inh = 1; PrPC TRFRET = -6; BoNT-A LC inh2 = 0.5; Anthrax LF inh2 = -4; MazF activator = 2; CCHF vOTU inh = -4; PriA SSB inh = -12; Rv3671c inh = -7; BoNT-F LC inh = -9; DUSP3 inh = 5

Following part.
SMILES	SARS 3CLpro inh	PrPC TRFRET	BoNT-A LC inh2	Anthrax LF inh2	MazF activator	CCHF vOTU inh	PriA SSB inh	Rv3671c inh	BoNT-F LC inh	DUSP3 inh
CCn1nccc1NC(=O)c1csc([C@@H]2O[C@H](CO)[C@H](O)[C@H](O)[C@H]2O)n1	x	4	-0.4	-6	x	-6	x	x	6	x
CCCc1[nH]nc2c1C(c1ccncc1)C(C#N)=C(N)O2 (centres undefined)	1	-1	0.4	0	1	8	-13	-7	-14	3
Cc1cnc(C(=O)OCC(=O)N(C)CC(=O)Nc2ccccc2Cl)cn1	x	1	2.7	-2	-2	-12	-5	3	-5	x
Cc1ccc(C(=O)OCC(=O)N(CCc2ccccc2)Cc2ccccc2)cc1S(=O)(=O)N1CCOCC1	x	0	2.8	1	9	-2	-15	-17	-1	x
CCC(C)c1ccccc1NC(=O)C(C)NCCN(C)C (centres undefined)	4	-7	0.6	-3	9	2	-4	-1	4	-7
CCOc1nc(NCc2ccco2)nc(Nc2ccc(OC)cc2)n1	-6	7	-0.2	-1	-2	4	1	0	-5	0
Cc1csc(=O)n1CCC(=O)OCC(=O)N(C)c1c(N)n(Cc2ccccc2)c(=O)[nH]c1=O	x	-6	-0.2	1	0	-6	x	x	-3	x
Cc1cc(NC(=O)c2c(-c3ccccc3Cl)noc2C)no1	3	6	0.0	5	4	1	-4	8	-2	15
O=C(Nc1ccc(N2CCN(C(=O)c3cccs3)CC2)c(Cl)c1)c1cccnc1	3	10	0.1	-2	-1	2	6	4	1	24
O=C(NCCc1ccc(Cl)cc1)Nc1ccc(Cl)cc1	2	8	-1.1	15	0	-2	-5	-2	u	-3
COc1ccc(OC)c(NC(=O)C23CC4CC(C2)CC(n2cnc(Br)n2)(C4)C3)c1	-5	5	0.1	-4	3	9	-3	-3	-7	0
CCCS(=O)(=O)NC(=O)C1(C)CCCN(C(=O)c2ccc(OC)cc2OC)C1 (centres undefined)	x	4	-0.4	4	x	-2	x	x	4	x
Cc1cc(C)nc(-n2ncc3c2CC(c2ccccc2)CC3=O)n1 (centres undefined)	1	-3	-0.5	1	-22	16	3	-10	-7	26
CCOC(=O)N1CCN(C(=O)C2CC(=O)N(c3ccccc3)C2)CC1 (centres undefined)	2	-2	-5.4	3	-1	-5	-10	-2	-1	0
CN(C)c1ccc(C(=O)C(O)c2ccccc2)cc1 (centres undefined)	7	-3	2.6	7	7	-15	10	6	21	3
CCN(CC)S(=O)(=O)c1cc([N+](=O)[O-])ccc1N=Nc1c(O)[nH]c2ccccc12	0	11	0.6	-2	20	4	7	-5	-3	3
CC(C)(C)C1CCC(=NNS(=O)(=O)c2ccc(Br)cc2)CC1 (centres undefined)	-1	-7	2.4	1	66*	-5	-9	5	u	27
NS(=O)(=O)c1cccc(NC(=O)CCc2ccc(S(=O)(=O)N3CCOCC3)cc2)c1	x	4	2.3	-6	4	6	-3	x	-1	x
COc1ccc(C(=O)COC(=O)COc2cc(C)cc(C)c2)cc1	1	5	1.5	-3	1	-3	2	2	-1	2
CC(C)NC(=O)COC(=O)c1cc(Br)ccc1Cl	-2	4	-0.1	1	5	-14	-19	2	0	13
Cc1cnc[nH]1	x	-3	0.5	-3	5	-1	0	1	-5	x
CCOc1ccc(C(=O)CCC(=O)NC(C)C(=O)OC)cc1 (centres undefined)	2	4	0.9	-2	-2	12	-10	-3	0	13
O=C(NCCc1ccc(F)cc1)c1cccc2c1C(=O)c1ccc(N3CCC(Cc4ccccc4)CC3)cc1S2(=O)=O	x	x	22	41*	-425	x	-16	-23	30	x
CCc1nc2ccc(C(=O)NCCCn3ccnc3)cn2c1N(C)Cc1cccs1	x	-6	-0.1	-7	x	4	x	x	-5	x
Cc1ccc(N(CC(=O)NC2CCCCC2)C(=O)CNC(=O)c2ccco2)c(C)c1	0	6	1.2	-3	6	-14	7	0	2	15
COc1ccccc1C(=O)Nn1cnc2ccccc2c1=O	-3	-4	0.5	0	-1	-16	-8	5	0	5
COCCCNC(=O)c1nc2ccccc2c(=O)n1NC(=O)Nc1c(Cl)cccc1Cl	-5	10	-4.3	6	4	10	-15	-13	-5	5
O=C1CC(c2c[nH]c3ccccc23)C(=O)N1c1ccccc1 (centres undefined)	1	1	1.5	-5	0	-3	-13	0	11	13
Cc1cccn2c(=O)nc(SCC(=O)NC3CCCCC3)nc12	x	5	1.8	-3	3	27	2	-6	16	x
c1ccc2oc(N3CCNCC3)nc2c1	-5	-5	-1.1	5	-2	0	-17	-10	u	4
CN(CC(=O)NC1CC1)S(=O)(=O)c1cc(Cl)ccc1Cl	7	0	-5.2	-3	-9	3	-3	x	3	-4
COc1ccc(S(=O)(=O)N2CCCOC2CNC(=O)C(=O)NCCO)cc1 (centres undefined)	x	5	-1.2	-11	11	14	x	x	-5	x
Fc1ccc(NC(=S)NC2CC3CCCC(C2)N3Cc2cccs2)cc1 (centres undefined)	6	-9	-0.2	5	10	-3	-15	-5	0	22
O=C(COC(=O)CCCNC(=O)c1ccc(Cl)cc1)NC1CC1	-2	5	0.6	1	9	13	-3	5	5	-5
CN(C)CCCNC(=O)/C(=C\c1ccc(-c2cccc([N+](=O)[O-])c2)o1)NC(=O)c1ccccc1	-2	-28	0.8	0	18	4	-3	-6	-2	14
Nc1nc(SCC(=O)Nc2ncc(C(F)(F)F)cc2Cl)n[nH]1	3	8	0.1	-7	-5	-13	-10	0	4	-26
CCc1ccc(NC(=S)N2CCCC2)cc1	-5	-6	0.2	1	4	5	-1	x	4	15
O=C(Cc1ccccc1)OCn1nnc2ccccc2c1=O	3	37*	0.9	-1	0	1	-3	-2	-6	26
O=C(Nc1ccc(NC(=O)c2ccccc2)c2ccccc12)c1ccccc1	x	2	-0.5	-4	-1	5	x	x	-7	x
Cc1ccc(N2CCN(/N=C/C3=C(N4CCOCC4)C(=C\c4ccccc4)/CC3)CC2)cc1	2	x	x	x	-8	x	i	-1	x	-8
C=CCn1c(SCC(=O)NCc2ccco2)nc2sc(C)c(C)c2c1=O	-4	0	-0.2	-4	6	-7	-5	-4	-9	x
c1ccc(-c2ccccc2OCCCCN2CCCCC2)cc1	-5	-5	1.2	0	8	-15	-10	5	16	35
CCc1nnc(NS(=O)(=O)c2ccc(NC(=O)c3cccc4ccccc34)cc2)s1	8	-3	-0.8	-1	-5	12	3	3	-4	14
O=C(CSc1nnc(-c2cccc(S(=O)(=O)N3CCCCC3)c2)o1)NCCC1=CCCCC1	-5	5	-0.1	3	-3	0	-4	4	-5	3
CCOC(=O)C(=CNc1ccc(S(N)(=O)=O)cc1)C(=O)OCC	1	3	-0.2	-13	-5	12	-4	-1	-5	14
O=C(NCc1cccc(C(F)(F)F)c1)c1ccc2sc([C@H]3C[C@H](O)[C@@H](CO)O3)nc2c1	x	3	0.0	1	x	15	x	x	1	x
COc1ccc(-c2c(-c3cc(OC)cc(OC)c3)n(C)c3ccc(-c4ccc5[nH]ccc5c4)cc23)cc1	x	-4	-0.1	-12	-10	-12	-9	4	-12	x
CCCCCCC(=O)Nc1ccc(Br)cn1	-4	3	-0.1	-1	-8	14	-6	-1	0	13
O=C(c1ccccc1)N1N=C(c2cccs2)CC1c1ccccc1O (centres undefined)	2	8	-3.6	5	8	10	14	1	8	40
Cc1ccc2c(c1)N(CC(=O)N1CCN(c3ccccc3)CC1)C(=O)C(C)O2 (centres undefined)	0	-3	1.3	2	4	-13	1	-5	-4	35
CCOC(=O)COc1ccc(S(=O)(=O)N2CCN(C(=O)OCC)CC2)cc1	-4	6	0.6	7	-1	9	-11	-8	-1	-23
CCOc1ccc2[nH]c(=O)c(CN(Cc3nnnn3Cc3ccco3)C3CCCCC3)cc2c1	7	2	1.3	1	-1	2	-1	1	7	18
COc1cccc(OC(C)c2ccnc3nc(/N=C/N(C)C)nn23)c1 (centres undefined)	1	-4	20	-25	-10	-10	x	-1	21	10
c1ccc(CCn2nnnc2CN2CCCc3ccccc32)cc1	-2	-20	u	u	2	3	-12	6	u	14
CCc1nc2c(OCc3ccc(OC(F)F)cc3)cccn2c1N(C)C(=O)c1cccs1	x	5	0.1	-1	x	10	x	x	-4	x
O=[N+]([O-])c1cccc(-c2nnc(-c3ccccc3F)o2)c1	-2	-9	-0.4	2	0	-4	2	x	2	-24
CC(C)c1cc(C(=O)N/N=C/c2ccoc2)cs1	0	1	-0.4	0	-4	13	x	2	-4	7
CCOc1cc(S(=O)(=O)NCc2cccs2)ccc1Cl	0	4	-0.2	-1	-9	5	-14	3	-22	12
